Cdc42 wt GTP = modulators (inhibitors or activators) of GTP binding to human Cdc42 wildtype; P60953; GST-Cdc42 beads, Bodipy-GTP binding, flow cytometry; actives lie on both sides; percent activity (GTP binding), % at 10 µM; actives 0.2% (n = 190,000); AID 761;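 active means percent activity GTP binding at least 20 points away from the 100% baseline, either down as inhibitor or up as activator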;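 further: median bead fluorescence of bound Bodipy-FL-GTP at 100 nM; 0% = excess unlabeled GTP control and 100% = no compound control; below 100% means less GTP binding so inhibitor and above means activator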
Target sequence (P60953 whole entry, looked up): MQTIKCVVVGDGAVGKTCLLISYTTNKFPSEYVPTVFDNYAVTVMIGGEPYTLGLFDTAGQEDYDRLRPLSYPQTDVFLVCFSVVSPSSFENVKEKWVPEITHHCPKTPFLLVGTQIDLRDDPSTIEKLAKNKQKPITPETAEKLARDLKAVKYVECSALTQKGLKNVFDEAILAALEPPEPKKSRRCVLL
Rab7 wt modul = modulators of GTP binding to dog Rab7 wildtype GTPase; GST-Rab7 beads, fluorescent GTP binding, flow cytometry; actives lie on both sides; untreated = 100%, excess cold GTP = 0%; GTP binding activity (percent of control), % at 10 µM; actives 0.055% (n = 190,000);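 active means fluorescent GTP binding to Rab7 beads changed by at least 20 points from the 100% baseline, either direction, mostly lower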;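 further: median green fluorescence of bound Bodipy-FL-GTP per Rab7 bead population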
Mcl1 Bid PPI = disrupts binding of human Mcl-1 to Bid peptide. actives 0.97% (n = 220,000). AID 1021. Q07820. inhibition, % at 21.7 µM. TR-FRET Mcl-1/Bid-Dy647 peptide binding, 1536-well;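 active means compounds that cut the binding signal by more than half at the single screening dose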;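 further: His-tagged Mcl-1 with europium anti-His antibody binding Bid BH3 peptide; 0% = Mcl-1 plus peptide wells and 100% = peptide-only wells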
Target sequence (Q07820 whole entry, looked up): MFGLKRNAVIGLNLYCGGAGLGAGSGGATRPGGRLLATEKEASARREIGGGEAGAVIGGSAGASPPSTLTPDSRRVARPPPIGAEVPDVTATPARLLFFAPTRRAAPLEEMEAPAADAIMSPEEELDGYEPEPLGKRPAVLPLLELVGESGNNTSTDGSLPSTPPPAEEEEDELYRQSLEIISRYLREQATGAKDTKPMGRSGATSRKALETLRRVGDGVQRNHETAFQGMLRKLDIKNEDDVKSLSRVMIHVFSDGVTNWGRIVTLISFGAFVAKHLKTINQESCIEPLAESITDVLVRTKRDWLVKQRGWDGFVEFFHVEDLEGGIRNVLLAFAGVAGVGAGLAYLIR
Avidin bead fluor = avidin bead compound fluorescence profile; Avidin beads, compound fluorescence 488/530 nm, flow cytometry; active compounds read high; fluorescence (KMESF) at 10 µM; actives 0.38% (n = 220,000); AID 1775; in the data active means fluorescence above about 47; further: inactives centre near 10
Rab2 wt GTP = changes GTP binding to wildtype dog Rab2A, up or down | GST-Rab2 wt beads, Bodipy-GTP binding, flow cytometry | actives 0.19% (n = 190,000) | GTP binding activity, % at 10 µM;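 active means GTP binding activity at least 20 points away from 100%, either lowered or raised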;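 further: 0% = beads with excess unlabeled GTP and 100% = no-compound control corrected for plate trend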
Rac1 wt GTP bind = modulators of human Rac1 wildtype GTP binding. AID 757. P63000. actives 0.27% (n = 190,000). GST-Rac1 beads, fluorescent GTP binding, flow cytometry; actives lie on both sides; 0 = cold GTP competed, 100 = untreated. GTP binding activity (% of control), % at 10 µM;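 active means GTP binding activity at least 20 points away from the 100% control level, either lower or higher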
GSH bead fluor = compound fluoresces at 488/530 nm on GSH beads; AID 1776; fluorescence (KMESF) at 10 µM; actives 0.25% (n = 190,000); GSH beads flow cytometry, compound fluorescence 488/530 nm; active compounds read high; in the data active means fluorescence above about 89;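 further: glutathione beads carrying GST-tagged Bcl family fusion proteins plus one bare bead set; values are compound well signal with DMSO vehicle wells as background; inactives centre near 16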
Pf gametocyte = P. falciparum stage V gametocyte viability inhibition | P. falciparum stage V gametocytes, ATP luminescence, 24 h | inhibition, % at 10.9 µM | actives 0.065% (n = 150,000);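 active means inhibition above the mean plus 3 SD of compounds within the control limits, set per campaign, cut at about 38% in these data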;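 further: 0% = DMSO wells and 100% = medium only without gametocytes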
Rac1 mut GTP = human Rac1 activated mutant GTP binding change. percent activity (GTP binding), % at 10 µM. actives 0.11% (n = 190,000). GST-Rac1 activated beads, fluorescent GTP binding, flow cytometry; actives lie on both sides; 100% means binding = to untreated wells;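 active means GTP binding at least 20 percentage points away from the 100% baseline, in either direction, so actives lie on both sides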
HRas wt GTP bind = human HRas wildtype GTP binding, change in either direction. P01112. GST-Ras wt beads, Bodipy-FL-GTP binding, flow cytometry; actives lie on both sides. GTP binding activity, % at 10 µM. actives 0.14% (n = 190,000). AID 759;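 active means GTP binding activity at least 20% away from the 100% baseline, either lowered as inhibitor or raised as activator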;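 further: 0% = unlabeled GTP competition control and 100% = no-compound control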
Target sequence (P01112 whole entry, looked up): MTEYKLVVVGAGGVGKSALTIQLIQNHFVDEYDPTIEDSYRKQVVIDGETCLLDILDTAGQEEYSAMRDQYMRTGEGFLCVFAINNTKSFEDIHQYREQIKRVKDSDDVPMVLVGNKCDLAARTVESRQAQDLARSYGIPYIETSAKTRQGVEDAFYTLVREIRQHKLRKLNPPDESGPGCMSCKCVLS
Mcl1-Noxa inh = Mcl-1/Noxa interaction inhibition | AID 1022 | inhibition, % at 21.7 µM | actives 1.5% (n = 220,000) | TR-FRET Mcl-1/Noxa peptide binding, 2 h | Q07820;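 active means compounds that cut the protein-peptide binding signal by more than 50% relative to plate controls in a single-dose test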;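 further: His-tagged Mcl-1 with rhodamine Noxa BH3 peptide and terbium anti-His antibody; 0% = Mcl-1 plus Noxa peptide wells and 100% = peptide-only wells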
Active calls of the source: *; . = not tested or not shown.

#	SMILES	Cdc42 wt GTP	Rab7 wt modul	Mcl1 Bid PPI	Avidin bead fluor	Rab2 wt GTP	Rac1 wt GTP bind
1	CCCC(=O)c1cc2c(cc1NC(=O)CC)OCCO2	99	95	-16	9	96	98
2	CCCCOC(=O)CCn1[nH]c(=O)c2ccccc2c1=O	104	98	-18	35	99	102
3	CN1CCN(c2ccc(NC(=O)c3ccc(C#N)cc3F)cc2Cl)CC1	100	97	-12	6	97	102
4	Cc1ccc(-c2nnc(-c3ccc(Br)cc3)o2)o1	95	97	5	5	92	92
5	O=[N+]([O-])c1cc(S(=O)(=O)Nc2ccc(Cl)cc2)ccc1N/N=C/c1ccncc1	90	101	26	11	90	94
6	O=S(=O)(N/N=C/c1ccccc1OCc1ccc(Cl)cc1)c1ccccc1	101	101	-18	16	99	104
7	CCc1ccccc1NC(=O)CCC(=O)OCC(=O)c1ccc(-c2ccccc2)cc1	98	100	0	7	99	99
8	COc1ccccc1N1CCN(C(c2cc3ccc(C)cc3[nH]c2=O)c2nnnn2C2CCCC2)CC1 (centres undefined)	100	101	-18	14	100	101
9	O=C(O)CC(Cc1ccccc1)C(=O)Nc1ccc([N+](=O)[O-])cc1 (centres undefined)	97	99	-6	12	95	97
10	O=C1CC(Sc2ncccn2)C(=O)N1c1ccccc1C(F)(F)F (centres undefined)	104	100	-4	11	101	102
11	NC(Cc1ccc(O)c([N+](=O)[O-])c1)C(=O)O (centres undefined)	104	97	-29	14	98	105
12	CCN(C(=O)c1cnc(N2CCN(c3ncccn3)CC2)c2ccccc12)c1cccc(Cl)c1	103	107	-8	10	104	106

#	GSH bead fluor	Pf gametocyte	Rac1 mut GTP	HRas wt GTP bind	Mcl1-Noxa inh
1	18	-5	94	94	13
2	13	10	99	101	-4
3	23	-30	98	99	-3
4	15	0	92	94	0
5	16	-2	88	90	52*
6	9	-1	99	100	-16
7	7	-17	96	97	9
8	22	19	101	102	20
9	14	.	96	98	3
10	30	.	100	101	-6
11	9	-13	100	99	24
12	5	15	99	102	-9

Next part:
#	SMILES	Cdc42 wt GTP	Rab7 wt modul	Mcl1 Bid PPI	Avidin bead fluor	Rab2 wt GTP	Rac1 wt GTP bind
13	CC(C)NC(=O)c1ccc(COCC(F)(F)F)cc1	101	99	87*	37	98	102
14	Cc1c(NC(=O)/C(=C/c2cccs2)c2cccs2)c(=O)n(-c2ccccc2)n1C	105	97	-10	8	96	105
15	O=C(CSC1=NC(=O)C(Cc2ccccc2)C(=O)N1)Nc1ncc(Br)cc1Br (centres undefined)	93	105	-38	9	94	93
16	Cc1noc(C)c1S(=O)(=O)NCCc1ccc(S(N)(=O)=O)cc1	105	98	-41	21	101	102
17	CCSc1nnc2c(n1)OC1(CCCC1)Nc1ccccc1-2	101	96	-17	6	98	100
18	CCn1cc([N+](=O)[O-])c(C(=O)N2N=C(c3ccc4ccccc4c3)CC2c2ccccc2O)n1 (centres undefined)	99	99	3	15	97	103
19	CCOC(=O)c1cnc(-n2nc(C)cc2C)nc1N(C)C	97	98	-7	6	98	102
20	O=C(NC1CCCCC1)C(c1cccs1)N(C(=O)C(F)(F)F)c1ccccc1 (centres undefined)	96	97	9	7	98	97
21	O=C(CC1(O)C(=O)N(CCc2ccccc2)c2ccccc21)c1ccccn1 (centres undefined)	98	99	-12	5	96	98
22	COc1ccc(C2C(C#N)=C(/N=C/N3CCN(C)CC3)OC3=C2C(=O)CC(C)(C)C3)cc1 (centres undefined)	101	100	-56	8	98	104
23	O=C(COC(=O)Cc1ccccc1[N+](=O)[O-])NC1CCCC1	92	104	-3	13	96	97
24	CC(=O)N(C)c1ccc(NC(=O)COc2ccc(Br)cc2C)cc1	97	100	-4	2	97	98

#	GSH bead fluor	Pf gametocyte	Rac1 mut GTP	HRas wt GTP bind	Mcl1-Noxa inh
13	19	.	99	100	17
14	11	14	99	99	35
15	12	.	89	93	-3
16	9	10	102	101	8
17	20	.	97	98	1
18	20	9	98	99	-6
19	21	-11	99	99	-6
20	36	.	96	98	2
21	10	-1	98	96	1
22	45	.	100	99	1
23	13	2	93	97	10
24	8	-18	96	99	0

Further structures:
#	SMILES	Cdc42 wt GTP	Rab7 wt modul	Mcl1 Bid PPI	Avidin bead fluor	Rab2 wt GTP	Rac1 wt GTP bind
25	CC(C)NC(=O)c1ccccc1NC(=O)/C=C/c1cccc([N+](=O)[O-])c1	106	96	-4	14	101	99
26	COc1ccc(Cl)cc1NC(=O)CSc1nc(C)cc(C)n1	91	100	-17	8	98	98
27	Cc1ccc(NC2=CC(=O)CC(C)(C)C2)cc1C	103	103	-21	36	99	108
28	NS(=O)(=O)c1ccc(CNC(=S)NC2CCCC2)cc1	95	105	-17	10	99	98
29	CCSc1nnc(NC(=O)CSc2nnc(-c3c[nH]c4ccccc34)n2CC)s1	96	98	11	7	96	96
30	Cc1nc2sc(C(c3ccc(Br)cc3)N3CC(C)OC(C)C3)c(O)n2n1 (centres undefined)	108	104	-3	10	105	110
31	O=C1C2C3C=CC([C@@H]2C(=O)N1C1CC1)[C@H]1C(=O)N(C2CC2)C(=O)C31 (some centres undefined)	104	98	-13	33	99	107
32	O=C(/C=C/c1ccc(S(=O)(=O)N2CCOCC2)cc1)NCc1ccccc1	104	104	-4	9	100	106
33	COc1ccccc1CNC(=O)CCCN1C(=O)COc2ccc(C)cc21	102	103	-16	18	101	98
34	CCOc1ccccc1C1CC(=O)NC(SCC(=O)Nc2nccs2)=C1C#N (centres undefined)	102	99	-6	35	100	107
35	COc1ccc(C(CNC(=O)Cc2ccccc2F)N2CCCCC2)cc1 (centres undefined)	96	94	5	24	97	94
36	COc1ccc(C2C(C#N)=C(SC)NC3=C2C(=O)CC(C)(C)C3)cc1 (centres undefined)	97	96	-14	22	95	95

#	GSH bead fluor	Pf gametocyte	Rac1 mut GTP	HRas wt GTP bind	Mcl1-Noxa inh
25	10	11	99	103	-4
26	8	-1	94	95	-4
27	41	-44	100	103	-13
28	11	.	96	98	5
29	26	.	94	97	9
30	14	5	102	105	1
31	13	.	99	103	-10
32	16	-10	99	103	9
33	4	.	96	101	-1
34	25	2	99	101	2
35	8	.	94	94	27
36	16	-22	95	98	6

Part of the list above, with two lines to a compound.
The line under a structure holds: Cdc42 wt GTP | Rab7 wt modul | Mcl1 Bid PPI | Avidin bead fluor | Rab2 wt GTP | Rac1 wt GTP bind | GSH bead fluor | Pf gametocyte | Rac1 mut GTP | HRas wt GTP bind | Mcl1-Noxa inh
[29] CCSc1nnc(NC(=O)CSc2nnc(-c3c[nH]c4ccccc34)n2CC)s1
 : 96 | 98 | 11 | 7 | 96 | 96 | 26 | . | 94 | 97 | 9
[30] Cc1nc2sc(C(c3ccc(Br)cc3)N3CC(C)OC(C)C3)c(O)n2n1 (centres undefined)
 : 108 | 104 | -3 | 10 | 105 | 110 | 14 | 5 | 102 | 105 | 1
[31] O=C1C2C3C=CC([C@@H]2C(=O)N1C1CC1)[C@H]1C(=O)N(C2CC2)C(=O)C31 (some centres undefined)
 : 104 | 98 | -13 | 33 | 99 | 107 | 13 | . | 99 | 103 | -10
[32] O=C(/C=C/c1ccc(S(=O)(=O)N2CCOCC2)cc1)NCc1ccccc1
 : 104 | 104 | -4 | 9 | 100 | 106 | 16 | -10 | 99 | 103 | 9
[33] COc1ccccc1CNC(=O)CCCN1C(=O)COc2ccc(C)cc21
 : 102 | 103 | -16 | 18 | 101 | 98 | 4 | . | 96 | 101 | -1
[34] CCOc1ccccc1C1CC(=O)NC(SCC(=O)Nc2nccs2)=C1C#N (centres undefined)
 : 102 | 99 | -6 | 35 | 100 | 107 | 25 | 2 | 99 | 101 | 2

Carrying on:
#	SMILES	Cdc42 wt GTP	Rab7 wt modul	Mcl1 Bid PPI	Avidin bead fluor	Rab2 wt GTP	Rac1 wt GTP bind
37	CCCCS(=O)CC(COc1ccc(Cl)cc1)OC(=O)c1ccccc1 (centres undefined)	97	97	1	10	97	100
38	COC(=O)c1cc(OC)c(OC)cc1NC(=O)c1ccc(C)cc1	98	101	-4	16	98	98
39	C=C(C)COc1ccc(-c2ncncc2Oc2ccc(OC)cc2)c(O)c1	101	99	16	3	99	99
40	O=S(=O)(/N=C(\c1ccccc1F)N1CCCCC1)c1ccccc1	103	96	3	4	98	106
41	O=C(NC1CCCCC1)N1CCN(Cc2ccco2)CC1	100	107	-22	11	102	98
42	COc1ccc(/C=C(/NC(=O)c2cccs2)C(=O)NCc2ccco2)cc1OC	105	103	-38	10	99	103
43	Cc1nc(SCC(=O)Nc2ccc3c(c2)OCCO3)c2oc3ccccc3c2n1	94	94	29	40	93	92
44	O=C(O)c1cc(N/N=C/c2ccc3c(c2)OCCO3)ccc1Cl	99	89	-65	12	96	101
45	CCC(=NCc1ccccc1)c1c(C(F)(F)F)[nH]n(-c2nc3ccccc3s2)c1=O	96	101	8	3	97	99
46	CCc1ccc(OCc2nnc(SCCN3CCOCC3)n2C)cc1	103	103	16	9	103	108
47	Cc1cc(=O)oc2cc(OCC(O)CN3CCN(c4ccc(F)cc4)CC3)ccc12 (centres undefined)	101	101	.	11	100	101
48	Cc1ccc(NC(=O)CN2CCN(c3ccccn3)CC2)c(Cl)c1	98	96	-27	5	96	98

#	GSH bead fluor	Pf gametocyte	Rac1 mut GTP	HRas wt GTP bind	Mcl1-Noxa inh
37	11	.	97	100	-5
38	34	-7	97	99	13
39	44	.	97	101	6
40	9	7	97	99	3
41	12	10	98	103	-13
42	26	-15	100	97	14
43	17	10	91	94	-111
44	4	17	99	96	11
45	41	3	99	98	9
46	260*	.	103	103	21
47	33	.	99	100	.
48	20	.	97	98	9

Remaining list, next part.
#	SMILES	Cdc42 wt GTP	Rab7 wt modul	Mcl1 Bid PPI	Avidin bead fluor	Rab2 wt GTP	Rac1 wt GTP bind
49	Cc1cc(Cl)ccc1Oc1ccc(C(N)=O)cc1[N+](=O)[O-]	95	97	-5	17	98	98
50	COc1cccc(CNC(=O)C(=O)NCC(c2ccco2)N2CCOCC2)c1 (centres undefined)	102	98	-17	33	99	102
51	CCc1cccc(CC)c1NC(=O)COC(=O)/C(C#N)=C/c1ccc(OC)cc1	102	99	-12	14	103	105
52	Nc1ncnc(NCc2ccc(F)cc2)c1[N+](=O)[O-]	98	104	-26	11	101	97
53	CC(=O)NCC(=O)NC1(C(=O)NC2CCCC2)CCCCC1	103	103	-24	8	101	101
54	COCC(C)NC(C(=O)Nc1ccc(C)c(Cl)c1)c1ccccc1 (centres undefined)	102	105	-14	7	105	108
55	O=C(C1CC1)N1CCCN(C(=O)C2CC2)CC1	98	103	7	10	102	108
56	Cc1ccc(N2C(N)=C(C#N)C(c3cccs3)C3=C2CC(C)(C)CC3=O)cc1 (centres undefined)	94	98	-47	36	98	100

#	GSH bead fluor	Pf gametocyte	Rac1 mut GTP	HRas wt GTP bind	Mcl1-Noxa inh
49	9	-4	101	99	34
50	15	-9	99	99	21
51	7	5	100	102	7
52	22	-14	95	99	-11
53	10	-9	98	103	-12
54	13	22	102	101	8
55	39	.	99	104	6
56	5	-16	95	100	8

Screens deposited in PubChem BioAssay by several laboratories.
